Bioassay records: PubChem BioAssay, several laboratories
WT yeast gro inh = growth inhibition of WT yeast, mitochondrial fusion screen; mitochondrial fusion phenotypic screen, WT strain; inhibition, % at 10 µM; 190,000 compounds, 2.1% hits; AID 1362; in the data active means inhibition above about 58%; tested in S. cerevisiae
XIAP displacement = XIAP antagonists, biochemical, IAP family, fluorescence polarization (AID 1018). 200,000 compounds, 0.007% hits. displacement, % at 20 µM; hits with a dose series show IC50 in µM. XIAP BIR domain, fluorescence polarization peptide displacement; higher % means a stronger effect; in the data active means displacement above about 50%; further: a part of the inactive calls stands beside numbers as strong as those of hits
Insulin prom up = MIN6 insulin promoter up-regulation | MIN6 insulin promoter-GFP reporter, high-content imaging; hits give high values | z-score at 5 µM | 190,000 compounds, 0.3% hits;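 active means z-score above 3 at 5 µM with at least 500 cells counted in the well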
Dynein transport = blocks dynein driven cargo transport along microtubules; 3617.4 mouse cells, GR-EGFP nuclear translocation imaging; test concentration mostly 20 µM; stimulated with dexamethasone, 1 µM; hits give low values; z-score, hits read low; 220,000 compounds, 0.47% hits; AID 1381;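 active means plate z-score of nuclear minus cytoplasmic receptor signal below a set negative limit, without overly bright fluorescence or cell loss, cut at about -3.5 in these data, passing the limit was not always enough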;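 further: z-score of nuclear minus cytoplasmic ring GR-EGFP intensity difference per well; some compounds called inactive have numbers as strong as hits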
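medium = tetracycline-free induction medium containing charcoal-stripped FBS | also added = 1.0 µM final dexamethasone stimulus | schedule = 48 h induction, 1 h compound, 30 min dex at 37 °C | technique = fixed, Hoechst-stained cells imaged at 10x for EGFP | measure = GR-EGFP nuclear translocation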
b-catenin transl = alters nuclear translocation of beta-catenin in HeLa cells; immunofluorescence imaging; nuclear translocation activity, % at 5 µM; 190,000 compounds, 0.3% hits;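 active means nuclear translocation activity above 50% at 5 µM, with a well cell count of 50 or more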;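 further: per-cell ratio of nuclear to cytoplasmic median beta-catenin stain intensity; plate controls were DMSO negative control for no effect and GSK-3 inhibitor IX positive control for full effect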
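Test system: human HeLa cells, endogenous beta-catenin. Times: 24 h compound exposure, 37°C. Measured by: beta-catenin immunofluorescence imaging with DAPI.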
Lipid droplet = hepatic lipid droplet formation modulation; inhibition, % at 6.5 µM; 240,000 compounds, 0.4% hits; AML12 mouse hepatocytes, oleate lipid droplets, BODIPY imaging;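 active means lipid droplet intensity inhibited by at least 50%, with more than 500 cells counted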
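System: AML12 hepatocytes (mouse). Probe or stimulus: oleic acid at 100 µM to induce lipid droplet formation. Times: overnight treatment with compound plus oleate. Detection: Image-based BODIPY and DAPI two-channel analysis. Evaluation: percent inhibition of filter-corrected integrated lipid droplet intensity per well.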
ER stress rescue = rescue of cells from ER stress-induced death, primary screen, 384-well, CSM14.1, thapsigargin, ATP luminescence (AID 1222); one-dose cellular ATP content (survival), % at 20 µM; EC50 in µM for titrated hits; CSM14.1 thapsigargin-induced death rescue, ATP luminescence; higher % means a stronger effect; 190,000 tested, under 10 active;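 active means EC50 below 50 µM in the dose-response confirmation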;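 further: death triggered by thapsigargin at about 15 µM added after 2 h compound pretreatment; cell ATP read after overnight thapsigargin exposure of roughly 18 to 22 hours; normalized against plate controls of thapsigargin alone and 5% DMSO vehicle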
Autophagy mod = autophagy modulation, high-content screen; AID 463193; 190,000 compounds, 0.98% hits; calls only at 10 µM (by protocol); MEF GFP-LC3 puncta imaging; test concentration mostly 10 µM;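 active means percentage of spot-positive cells more than 3 SD above its plate mean, without a fluorescence outlier flag or 80% toxicity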;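 further: spot-positive cell cutoff set from DMSO-treated cells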
MT stabilize HCS = microtubule stabilization, imaging screen. AID 2205. 200,000 compounds, 0.83% hits. HeLa tubulin immunostaining HCS, 24 h; share of cells brighter than vehicle mean+2SD. % tubulin-high responders, % at 10 µM;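 active means plate Z-score above 3 for both tubulin-high and condensed-nucleus cell shares, with cell loss under 80%, at 10 µM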;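 further: anti alpha tubulin signal scored within the nucleus-defined area of each cell; some results filed as inactive read as strong as hits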
WT yeast gro inh mutant strain = also measured in WT yeast gro inh; calls as there; inhibition, %; mitochondrial fusion phenotypic screen, mutant strain inhibition
Dynein transport cytoplasmic EGFP = recorded beside Dynein transport, whose call it bears; z-score; measured here: cytoplasmic GR-EGFP intensity; hits give high values
Dynein transport nuclear GR-EGFP = second read-out of Dynein transport, no call of its own (marks repeat the call); z-score; measured here: nuclear GR-EGFP intensity;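 lower value marks the stronger effect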
Dynein transport cell count = second read-out of Dynein transport, no call of its own (marks repeat the call); z-score; measured here: cell count per field
Insulin prom up cell count = further read-out of Insulin prom up, marked with its call; cell count; measured here: cytotoxicity, nuclei count;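 total cells summed across four imaged fields per well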
Lipid droplet cells 6.5 µM = also measured in Lipid droplet; calls as there; cell count; measured here: cell count, cytotoxicity flag;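 cells counted across two imaged fields per well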
b-catenin transl cell count 5 µM = further read-out of b-catenin transl, marked with its call; cell count; measured here: cell count, cytotoxicity flag
MT stabilize HCS Hoechst-high % = recorded beside MT stabilize HCS, whose call it bears; % Hoechst-high responders; measured here: nuclear condensation Hoechst responders;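 share of cells brighter than vehicle mean plus two SD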
MT stabilize HCS cytotoxicity % = recorded beside MT stabilize HCS, whose call it bears; toxicity, %; measured here: cytotoxicity by cell density;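 0% = mean cell density of plate MIN control wells and 100% = no cells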
Autophagy mod cell loss 18 h = also measured in Autophagy mod; calls as there; toxicity, %; measured here: cell loss, nuclei count;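 cell loss after 18 h compound exposure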
The depositor's hits bear a star; i = inactive; · = not tested or not shown. Outcome played no part in choosing rows (roughly 4% active in at least one column).

No. | Molecule | WT yeast gro inh | WT yeast gro inh mutant strain | XIAP displacement | Insulin prom up | Insulin prom up cell count | Dynein transport | Dynein transport cytoplasmic EGFP | Dynein transport nuclear GR-EGFP | Dynein transport cell count | b-catenin transl | b-catenin transl cell count 5 µM | Lipid droplet | Lipid droplet cells 6.5 µM | ER stress rescue | Autophagy mod | Autophagy mod cell loss 18 h | MT stabilize HCS | MT stabilize HCS Hoechst-high % | MT stabilize HCS cytotoxicity %
1 | Cc1ccc(S(=O)(=O)N(C)C)cc1NC(=S)NCCc1ccccn1 | 7 | -1 | -3.5% | 1.2 | 1075 | -0.82 | -0.36 | -0.48 | 0.25 | -1.1 | 1027 | -22 | 567 | -0.1% | i | -1 | 1.7 | 1.7 | 2.9
2 | COC(=O)c1sc(NC(=O)Cc2cccs2)nc1C | -3 | 7 | -2.5% | -0.42 | 1744 | -0.075 | -0.26 | -0.22 | 1.3 | 1.1 | 994 | -8 | 725 | -3.5% | i | 3 | 4.2 | 2.7 | 7.4
3 | Clc1cccc(-c2nn3c(-c4ccncc4)nnc3s2)c1 | · | · | -2.3% | -0.19 | 1265 | · | · | · | · | -5.2 | 946 | · | · | 0.0% | · | · | · | · | ·
4 | CN(C)/C=C(\C#N)C(=O)c1cccnc1Oc1cccc(F)c1 | 15 | -9 | -3.6% | · | · | 0.23 | -0.18 | 0.42 | 0.21 | · | · | · | · | 0.8% | i | 8 | 1.9 | 1.7 | 4.8
5 | COC(=O)C1=C(C(=O)OC)[C@@H]2N(C)c3ccccc3[C@@]23C[C@@H](C(=O)OC)N(C(=O)C2CCC2)C3=N1 | · | · | · | -0.35 | 1033 | -0.85 | -0.8 | -0.34 | 0.5 | -1.5 | 1203 | -7 | 703 | · | · | · | · | · | ·
6 | C(=N\n1cnnc1)/c1cccn1-c1ccccc1 | 6 | -8 | -7.7% | 1.4 | 1497 | 0.52 | -0.11 | 0.49 | -1.2 | 0.2 | 1354 | · | · | 2.7% | i | -3 | 2.4 | 1.8 | 7.2
7 | CCOC(=O)c1c(-c2ccccc2)csc1NC(=O)CSc1nc(N)cc(N)n1 | -7 | 22 | -3.6% | -1.7 | 1074 | -0.48 | -0.22 | -0.35 | 0.74 | 4.2 | 729 | 15 | 632 | -1.9% | i | -6 | 5.8 | 3.3 | 1.1
8 | O=C(CN1C(=O)c2ccccc2C1=O)Nc1ccc(S(=O)(=O)N2CCOCC2)cc1 | 4 | 1 | -19% | 1.4 | 1429 | -0.68 | -0.26 | -0.23 | 0.61 | 1.2 | 1016 | 4 | 741 | 3.3% | i | -39 | 2.1 | 1.2 | 3.4
9 | O=C1C2C(c3ccccc3)C=CC(c3ccccc3)C2C(=O)N1c1cccnc1 (stereo not drawn) | -5 | 5 | -18% | 0.57 | 1490 | -0.18 | 0.11 | 0.077 | -0.046 | -1.3 | 1086 | 32 | 665 | -2.7% | i | -5 | 2.5 | 2.8 | 8.8
10 | COc1ccc(OC)c(C2SCCN2S(C)(=O)=O)c1 (stereo not drawn) | -1 | 10 | -6.1% | -0.41 | 885 | 0.22 | -0.1 | 0.00018 | 0.00066 | -4.1 | 1181 | -2 | 751 | 0.9% | i | -2 | 2.0 | 2.3 | 7.8
11 | O=C(Cc1ccc(Cl)cc1)NCc1ccccc1Cl | -10 | 6 | 0.4% | 1.8 | 1287 | -0.91 | -0.34 | -0.78 | 0.05 | -0.3 | 1066 | -18 | 676 | -6.6% | i | 2 | 3.6 | 2.6 | 9.1
12 | COc1ccc2nc(SCc3ccccc3C)nc(C)c2c1 | -2 | 2 | -8.6% | -0.11 | 1416 | -0.22 | -0.22 | -0.12 | 0.047 | 0.1 | 1081 | -14 | 737 | -2.6% | i | -57 | 10 | 1.5 | 11
13 | N#Cc1nc(Cc2cccc3ccccc23)oc1NCCCN1CCOCC1 | -4 | -7 | -2.0% | -1.1 | 1024 | -0.41 | -0.16 | 0.093 | 0.031 | -3.3 | 912 | · | · | -0.5% | i | 11 | 6.0 | 2.5 | 4.2
14 | CN(C)S(=O)(=O)c1ccc(NC(=O)N2CCOCC2)cc1 | -13 | 6 | 0.8% | 0.05 | 1601 | 0.24 | -0.35 | 0.39 | 0.02 | -3.8 | 1097 | 3 | 695 | 0.1% | i | -1 | 2.5 | 1.6 | 5.6
15 | CC1(C)CC(=O)C=C(Nc2ccc(Br)cn2)C1 | 13 | -12 | -5.1% | 1.2 | 873 | 0.15 | -0.23 | 0.29 | -0.12 | 2.2 | 1081 | · | · | -1.7% | i | -2 | 3.5 | 2.1 | 5.9
16 | Cc1ccnc(NC(=O)c2cccs2)c1 | 1 | -5 | -2.7% | -0.85 | 1587 | -0.49 | -0.27 | -1.1 | 1.1 | -1.3 | 1377 | · | · | -2.5% | i | 5 | 3.1 | 1.7 | 9.4
17 | O=C(CCN1C(=O)C2C3CC(C(Br)C3Br)C2C1=O)OCC(=O)c1ccccc1 (stereo not drawn) | -4 | -6 | -20% | 2.3 | 1589 | 0.027 | -0.22 | 0.15 | 0.25 | -0.7 | 1096 | 0 | 620 | -0.3% | i | -10 | 3.2 | 2.1 | 0.5
18 | O=C(CSc1nnc(NC2CCCCC2)s1)Nc1ccc2c(c1)C(=O)c1ccccc1C2=O | 25 | 18 | -12% | -0.7 | 1319 | 0.22 | -0.27 | 0.4 | 0.092 | -0.3 | 1565 | 33 | 696 | 0.0% | i | 22 | 1.9 | 1.7 | 6.4
19 | Clc1ccccc1CN(Cc1ccco1)Cc1nnnn1C1CCCC1 | 31 | 26 | 2.1% | · | · | 0.3 | -0.21 | -0.0045 | 0.23 | 4.7 | 442 | 68* | 748* | -2.8% | i | 7 | 4.4 | 2.2 | 8.4
20 | CCCCNC(=O)Nc1nnc(-c2ccc(OCC)cc2)o1 | 14 | 2 | -6.9% | · | · | -0.24 | -0.24 | -0.066 | 0.93 | -2.2 | 1227 | 4 | 778 | 1.7% | i | -6 | 1.2 | 1.2 | 6.5
21 | COc1ccccc1NC(=S)NC(=O)/C=C/c1ccco1 | 32 | 34 | -4.4% | 0.23 | 1320 | -0.42 | 0.093 | -0.53 | 0.92 | 0.0 | 931 | 8 | 652 | -1.2% | i | 3 | 3.6 | 2.0 | 11
22 | O=C(CSc1ncc(-c2ccc(F)cc2)n1Cc1ccco1)Nc1ccc2c(c1)OCO2 | 52 | 37 | 1.2% | -0.7 | 1216 | -0.66 | -0.16 | -0.061 | 0.052 | -2.8 | 1240 | 1 | 721 | -1.8% | i | 4 | 11 | 3.6 | 2.4
23 | CC1(C)NC(=O)N(CCCCOc2ccc(Cl)cc2)C1=O | -10 | -12 | 0.6% | · | · | -0.049 | -0.18 | -0.13 | 0.026 | -0.6 | 1264 | 5 | 770 | -2.4% | i | 6 | 2.0 | 1.3 | 5.0
24 | CCCOn1nnnc1-c1ccccc1 | -14 | 8 | -3.1% | · | · | -0.52 | -0.2 | 0.066 | 1.7 | -0.6 | 532 | -12 | 710 | -1.3% | i | -6 | 13 | 14 | 97
25 | CCCN1CCN(CCCNC(=O)C2CCN(c3nnc(-n4cccc4)s3)CC2)CC1 | 3 | 2 | -10% | -2.3 | 1260 | 0.034 | -0.15 | 0.5 | 0.14 | -0.8 | 882 | · | · | -0.1% | i | 0 | 5.7 | 2.2 | 4.4
26 | CCOC(=O)c1sc(N(Cc2ccccc2)C(=O)COC(=O)c2ccc(O)cc2)nc1C | 38 | 2 | -4.3% | -0.44 | 1053 | 0.52 | -0.079 | 0.45 | -0.4 | -2.1 | 991 | 35 | 610 | -1.5% | i | -10 | 6.2 | 2.3 | 7.5
27 | COc1ccc(C2=NCCc3cc(OC)c(OC)cc32)cc1 | 9 | 6 | -9.1% | · | · | -0.59 | -0.25 | -0.59 | 0.64 | -0.8 | 925 | 7 | 637 | -2.5% | i | 9 | 1.8 | 1.8 | 1.8
28 | Oc1ccc(/C=N/N2CCOCC2)c(O)c1O | 1 | 4 | 0.8% | -1.4 | 1202 | -0.085 | -0.24 | -0.42 | 0.15 | -2.2 | 1098 | -6 | 639 | 0.3% | i | -10 | 2.0 | 2.2 | 7.1
29 | CCOC(=O)N1CCN(C(=O)CCNS(=O)(=O)c2ccc3c(c2)c(=O)n(C)c(=O)n3C)CC1 | -5 | -6 | -6.1% | -0.56 | 1292 | -0.033 | -0.32 | 0.11 | 0.63 | -0.1 | 1109 | 4 | 614 | 0.2% | i | 2 | 4.8 | 2.0 | 5.0
30 | CCOC(=O)CSc1nc(C)c(C(C)=O)cc1C(N)=O | -13 | -5 | -8.3% | 0.8 | 1723 | -0.14 | -0.25 | 0.54 | -0.26 | -1.8 | 1097 | -6 | 709 | 0.7% | i | 18 | 2.1 | 2.0 | 4.6
31 | CCCCOc1ccc(/C=N/NC(=O)c2csc(C)c2C)cc1 | 24 | 25 | 2.2% | -0.43 | 806 | 0.29 | -0.3 | 0.37 | 0.3 | -4.9 | 1266 | 10 | 772 | 1.2% | i | -17 | 2.7 | 2.0 | 6.9
